# Source: PubChem
# All columns: NCI-60 one-dose screen, growth in % after 48 h at 10 µM unless noted; 100 = growth as untreated, 0 = no growth, -100 = all killed.
# K-562 – K-562 leukemia; 7.4% of 78,000 active; AID 1794777
# MDA-MB-435 – MDA-MB-435 melanoma | AID 1794794 | 7.8% of 82,000 active
# CCRF-CEM – CCRF-CEM leukemia | 7% of 77,000 active
# HOP-92 – HOP-92 NSCLC cells | 6.3% of 71,000 active | AID 1794738
# MOLT-4 – MOLT-4 leukemia cells. 6.9% of 80,000 active. AID 1794779
# RPMI-8226 – RPMI-8226 leukemia cells; 7.5% of 77,000 active; AID 1794781
# SR – SR leukemia cells; 8.7% of 73,000 active
# HOP-62 – HOP-62 NSCLC; 3.9% of 80,000 active; AID 1794735
# Numbers without * were called inactive; · = no result given; & = joins results of further samples; [ ] = dose if it differs, or a comment. Rule for the calls: active = growth percent below 10; inactive = the rest.
structure,K-562,MDA-MB-435,CCRF-CEM,HOP-92,MOLT-4,RPMI-8226,SR,HOP-62
Cc1cc2ccccc2c[n+]1CCCc1ccccc1,45,84,61,82,82,29,63,·
O=C(CN1CCN(c2cc(=O)n(-c3ccccc3)c3ccccc23)CC1)N1CCCc2ccccc21,52,·,68,75,57,·,104,85
CC1CCc2c(sc3nc(Nc4ccccc4)n(NC(=S)Nc4ccccc4)c(=O)c23)C1 (stereo not given),87,98,100,105,84,102,78,112
CC(=O)Nc1ccccc1SSc1ccccc1NC(C)=O,96,100,96,102,105,115,88,111
CC(C)(C)c1ccc(S(=O)(=O)Oc2ccc(NC(=O)c3ccc4ccccc4c3)cc2)cc1,48,89,69,48,51,62,85,65
N#Cc1ccc(-c2ccccc2)nc1Cl,98,102,113,·,74,112,92,103
CC(C)=CCC[C@](C)(O)[C@H]1CC[C@]2(C)[C@@H]1CC[C@@H]1[C@@]3(C)Cc4nc5ccccc5nc4C(C)(C)[C@@H]3CC[C@]12C,85,100,102,94,101,81,99,96
COc1ccc(/C=N/NC(=O)c2cnn(CC(O)Cc3ccccc3)c2-n2cccc2)cc1OC1CCCC1 (stereo not given),85,98,92,104,66,72,88,94
CCOC1=NCCCCC1,101,99,83,96,110,99,·,104
CCN(CC)CCOc1ccc(/C(=C(\C)c2ccc(Cl)cc2)c2ccc(Cl)cc2)cc1,7.1*,87,43,81,51,15,0.6*,95
CCCCCNCC(O)Cc1ccc(OCC)cc1 (stereo not given),73,109,75,82,61,107,88,91
N/N=C1\c2ccccc2C(=O)C1C(=O)C(c1ccccc1)c1ccccc1 (stereo not given),96,103,97,74,89,·,105,105
COc1ccccc1OCC(=O)O,107,94,103,90,103,107,110,97
CCn1cc(C(=O)NNC(=S)Nc2ccc(Cl)cc2)c(=O)c2ccc(C)nc21,83,110,97,95,85,105,98,98
CC(=O)O[C@@H]1CC[C@@]2(C)c3ccc(C(C)C)cc3CC[C@@H]2C1(C)C,98,104,107,101,111,101,101,101
COc1ccc(/C=C2/N=C(NNC(=O)c3ccccn3)N(c3ccccc3)C2=O)cc1,86,106,92,87,79,87,87,91
COc1cc(CNc2oc(-c3ccccc3)c(-c3ccccc3)c2C#N)cc(CN2CCCC2)c1O,72,104,86,67,83,94,76,95
Cc1c2cnccc2c(C)c2c1c1cc(C3OCCCO3)ccc1n2C,3.7*,-28*,-6.8*,-11*,-4.8*,-22*,4.2*,-13*
[N-]=[N+]=NCC(=O)Nc1ccc2c(ccn2Cc2ccccc2)c1,99,112,105,89,114,105,106,103
COc1ccc(OC)c(-c2cn3c(-c4c[nH]c5ccccc45)csc3n2)c1,106,85,96,·,99,98,81,114
CCCCNc1cc(-c2cn[nH]c2-c2cc(C)cc(OC)c2)nc(-c2cccnc2)n1,80,92,85,68,83,83,60,96
N/N=C(\c1ccccc1)c1cccs1,109,97,105,92,105,100,92,91
CCCOC1=C(Cl)C(=O)c2cccc([N+](=O)[O-])c2C1=O,55,111,36,107,51,98,91,104
CC/C(=C(\CC)c1ccc(OCC[N+](C)(C)C)cc1)c1ccc(OC)cc1,30,86,60,45,65,31,69,62
O=C(O)CCC(=O)O,109&101&99,105&98&107&106,103&91&92&118,100&102&105&125,92&102&98&113,99&97&101,83&90&113,107&95&105&125
Oc1cccnc1Cl,97,110,·,·,·,140,92,93
O=[N+]([O-])c1ccccc1-c1nc2ccccc2s1,102,113,90,84,96,89,98,92
CCCCn1c(N)c(N(CC)C(=O)c2ccc(Cl)cc2)c(=O)[nH]c1=O,95,101,98,71,95,93,91,96
FC(F)(F)c1ccc(-c2ncc(-c3ccc(C(F)(F)F)cc3)c(NC3CCCCCC3)n2)cc1,82,107,96,95,89,84,87,116
Cc1ccc(-c2noc(C)n2)cc1,96,99,103,92,91,105,91,100
Cc1c(COc2ccc(-c3nnc(-c4ccncc4)o3)cc2)c(C)c(COc2ccc(-c3nnc(-c4ccncc4)o3)cc2)c(C)c1COc1ccc(-c2nnc(-c3ccncc3)o2)cc1,102,101,106,141,99,109,98,97
COC(=O)[C@]12CCC(C)(C)C[C@@H]1[C@H]1/C(=N/OCCC#N)C[C@@H]3[C@@]4(C)CC[C@H](OC(C)=O)C(C)(C)[C@@H]4CC[C@@]3(C)[C@]1(C)CC2,35[100 µM],60[100 µM],40[100 µM],31[100 µM],35[100 µM],35[100 µM],65[100 µM],68[100 µM]
Cc1ccccc1-n1nnc(C(=O)Nc2ccc3cc(CN(C)C)ccc3n2)c1C,47,96,83,·,77,52,33,95
Cn1c(=O)[nH]c2[nH]c(=S)[nH]c2c1=O,·,96,113,72,104,112,105,101
CCN(CC)S(=O)(=O)c1ccc(NC(=O)CSc2nnc(C)n2-c2ccccc2)cc1,88,99,98,77,96,103,·,104
O=C(O)c1ccc(-n2cc(CNc3cccc(Br)c3)c(-c3ccc(F)cc3)n2)cc1,70,97,70,100,64,70,101,87
O=c1/c(=C/c2cccnc2)sc2nc3ccccc3n12,102&102,95&97,99,104&100,105&108,108&110,101&100,97&103
Cc1ccc2nc(NC(=O)CSC(=S)N3CCN(C)CC3)sc2c1,106,101,·,95,123,106,138,106
O=C(CCC(=O)Nc1ccc(-n2nnc3cc(Cl)c(Cl)cc32)cc1)Nc1ccc(-n2nnc3cc(Cl)c(Cl)cc32)cc1,74,95,58,86,64,67,81,91
N/C(=N\c1nc2ccccc2s1)NC(=O)NCc1ccccc1,15,29,59,69,52,41,23,63

# Taken from above.
# Reading of Cc1ccc2nc(NC(=O)CSC(=S)N3CCN(C)CC3)sc2c1 under K-562: 106
# Reading of Cc1ccccc1-n1nnc(C(=O)Nc2ccc3cc(CN(C)C)ccc3n2)c1C under SR: 33
# Reading of Cc1c(COc2ccc(-c3nnc(-c4ccncc4)o3)cc2)c(C)c(COc2ccc(-c3nnc(-c4ccncc4)o3)cc2)c(C)c1COc1ccc(-c2nnc(-c3ccncc3)o2)cc1 under SR: 98
# Reading of O=C(CCC(=O)Nc1ccc(-n2nnc3cc(Cl)c(Cl)cc32)cc1)Nc1ccc(-n2nnc3cc(Cl)c(Cl)cc32)cc1 under MDA-MB-435: 95
# Reading of CCN(CC)S(=O)(=O)c1ccc(NC(=O)CSc2nnc(C)n2-c2ccccc2)cc1 under RPMI-8226: 103

# Looked up by compound from the entries so far (five):
structure,K-562,MDA-MB-435,CCRF-CEM,HOP-92,MOLT-4,RPMI-8226,SR,HOP-62
O=C(O)c1ccc(-n2cc(CNc3cccc(Br)c3)c(-c3ccc(F)cc3)n2)cc1,70,97,70,100,64,70,101,87
FC(F)(F)c1ccc(-c2ncc(-c3ccc(C(F)(F)F)cc3)c(NC3CCCCCC3)n2)cc1,82,107,96,95,89,84,87,116
O=C(CCC(=O)Nc1ccc(-n2nnc3cc(Cl)c(Cl)cc32)cc1)Nc1ccc(-n2nnc3cc(Cl)c(Cl)cc32)cc1,74,95,58,86,64,67,81,91
CC/C(=C(\CC)c1ccc(OCC[N+](C)(C)C)cc1)c1ccc(OC)cc1,30,86,60,45,65,31,69,62
N/N=C(\c1ccccc1)c1cccs1,109,97,105,92,105,100,92,91

# (continued)
structure,K-562,MDA-MB-435,CCRF-CEM,HOP-92,MOLT-4,RPMI-8226,SR,HOP-62
C=CC(=O)NC1c2ccccc2Oc2ccccc21,116,106,107,74,107,105,104,77
C=C1CCC2C3(C)COC(c4ccco4)OC3CCC2(C)C1CC(Sc1ccccc1)C1=CCOC1=O (stereo not given),19,54,0.4*,·,17,3.8*,17,100
Fc1cc(-c2nnc3sc(-c4ccc(Cl)cc4Cl)nn23)c(Cl)cc1Cl,107,94,-79*,81,134,84,·,98
C=C1C(=O)O[C@H]2[C@H]1CC/C(COC(=O)N[C@H](Cc1c[nH]c3ccccc13)C(=O)OC)=C\CC[C@@]1(C)O[C@@H]21,7.1*,55,2.2*,3.3*,4.5*,2.9*,3.7*,65
Cc1ccc(-c2nc3ccccn3c2/C=C2/C(=O)Nc3cc(Cl)ccc32)cc1,·,-13*,56,110,53,94,·,84
CN(CCCNC(=O)c1cccc(C(=O)O)c1)CCCNC(=O)c1cc(NC(=O)c2cc(NC(=O)c3cc(NC(=O)c4nc(NC(=O)[C@H](N)CCNC(=O)c5cc(NC(=O)c6cc(NC(=O)c7cc(NC(=O)c8nccn8C)cn7C)cn6C)cn5C)cn4C)cn3C)cn2C)cn1C,95,107,103,101,97,100,93,98
Cc1cc(N(CCCNc2ccnc3cc(Cl)ccc23)Cc2cccs2)nc(Cl)n1,0.8*,49,42,·,11,-6.7*,0.5*,41
O=C1Nc2ccc(Cl)cc2/C1=C/c1cccs1,103,105,102,94,91,100,99,81
OCC[C@@H]1C[C@@H]1c1cc2ccccc2o1,105,106,104,94,104,101,94,98
COc1ccc(C(O)c2cnccc2NC2CCCCC2)cc1OC (stereo not given),81,89,96,70,95,94,103,88
C=CCn1c(SCC(=O)Nc2ccc(/C(C)=N\O)cc2)nnc1-c1cc(-c2ccc(Cl)cc2)nc2ccccc12,13,31,11,50,-25*,9.0*,·,50
Cc1c(NC(C)C)c(=O)n(-c2ccccc2)n1C,101,101,123,117,94,121,·,112
C=C1SC(=Nc2ccc(Cl)cc2)N(c2nc(Cl)nc(Cl)n2)C12CCCCC2,110,112,94,87,93,89,·,114
Cc1nn(-c2ccccc2)c2nc3c(cc12)C(=O)CCC3,108,102,95,76,100,103,86,78
O=c1ccn(Cc2ccccc2)c(SCc2ccccc2)n1,·,109,88,85,103,93,·,96
Cc1[nH]c2ccccc2c(=O)c1CC=C(Cl)Cl,-35*,48,22,65,19,-21*,-8.2*,-7.3*
O/N=C1\c2ccccc2-c2ccc(O)cc21,114,102,81,90,91,99,82,101
CCOC(=O)c1csc(N/N=C/c2cn(-c3ccc(C(=O)O)cc3)nc2-c2ccc(C(=O)O)cc2)n1,111,99,117,98,124,136,132,106
O=C(c1cccnc1)C1Cc2ccccc2C1=O (stereo not given),102,107,111,97,114,76,72,85
COc1ccc(/C=C/C(=O)c2ccc(NC(=O)CSc3nc4c([nH]3)c(=O)n(C)c(=O)n4C)cc2)cc1,89,89,80,59,84,71,74,91

# Some of the entries so far, with each value named:
> Fc1cc(-c2nnc3sc(-c4ccc(Cl)cc4Cl)nn23)c(Cl)cc1Cl
  K-562 = 107 | MDA-MB-435 = 94 | CCRF-CEM = -79* | HOP-92 = 81 | MOLT-4 = 134 | RPMI-8226 = 84 | SR = · | HOP-62 = 98
> C=C1C(=O)O[C@H]2[C@H]1CC/C(COC(=O)N[C@H](Cc1c[nH]c3ccccc13)C(=O)OC)=C\CC[C@@]1(C)O[C@@H]21
  K-562 = 7.1* | MDA-MB-435 = 55 | CCRF-CEM = 2.2* | HOP-92 = 3.3* | MOLT-4 = 4.5* | RPMI-8226 = 2.9* | SR = 3.7* | HOP-62 = 65
> Cc1ccc(-c2nc3ccccn3c2/C=C2/C(=O)Nc3cc(Cl)ccc32)cc1
  K-562 = · | MDA-MB-435 = -13* | CCRF-CEM = 56 | HOP-92 = 110 | MOLT-4 = 53 | RPMI-8226 = 94 | SR = · | HOP-62 = 84
> CN(CCCNC(=O)c1cccc(C(=O)O)c1)CCCNC(=O)c1cc(NC(=O)c2cc(NC(=O)c3cc(NC(=O)c4nc(NC(=O)[C@H](N)CCNC(=O)c5cc(NC(=O)c6cc(NC(=O)c7cc(NC(=O)c8nccn8C)cn7C)cn6C)cn5C)cn4C)cn3C)cn2C)cn1C
  K-562 = 95 | MDA-MB-435 = 107 | CCRF-CEM = 103 | HOP-92 = 101 | MOLT-4 = 97 | RPMI-8226 = 100 | SR = 93 | HOP-62 = 98

# The list goes on:
structure,K-562,MDA-MB-435,CCRF-CEM,HOP-92,MOLT-4,RPMI-8226,SR,HOP-62
COc1cc(/C=N/Nc2ccccc2Cl)cc(OC)c1OC,67,89,84,59,100,83,88,97
COc1ccc(/C=C/C(=O)Nc2cccnc2Nc2ccc(F)cc2)cc1OC,·,99,100,77,87,76,94,108
CNC1(S(=O)(=O)O)C(=O)Nc2ccccc21 (stereo not given),104,105,102,78,104,104,100,81
O=C(Nc1c(Cl)cccc1Cl)OCCOc1ccc(Cl)cc1Cl,56,83,91,91,59,74,57,89
Nc1n[nH]c2cccc(C#Cc3cccc(NC(=O)c4cc(F)cc(C(F)(F)F)c4)c3)c12,9.3*,71,43,39,48,64,61,95
C1=Cc2ccccc2N(c2nnc(-c3ccccc3)o2)c2ccccc21,68,88,74,85,83,·,32,100
O=C(CCCCCCCCC(=O)N/N=C\c1cc(Cl)ccc1O)N/N=C\c1cc(Cl)ccc1O,24,38,12,48,15,32,14,31
Cc1nc2cc(Nc3nc(Nc4ccc(F)cc4)nc(Nc4c(F)cccc4F)n3)ccc2n1Cc1ccccc1,95,109,62,96,95,49,47,97
C=C(C)[C@@H]1CC[C@]2(C(=O)NCCCC[C@@H](CO)NCCN)CC[C@]3(C)[C@H](CC[C@@H]4[C@@]5(C)CC[C@H](O)C(C)(C)[C@@H]5CC[C@]43C)[C@@H]12,96,100,101,80,96,94,93,104
COC12CC(=O)C(C(C)=O)=C(O)C1(C)c1c(O)c(C)c(O)c(C(C)=O)c1O2 (stereo not given),70,87,47,46,75,45,70,86
CN(Cc1ccccc1)c1nc(Cl)c(C=O)s1,95,101,93,·,88,·,91,91
